DAX1 inh-1: NR0B1 (DAX1) inhibition; P51843; HEK293 Gal4-DAX1 luciferase reporter, luminescence; inhibition, % at 6.75 µM; 0.99% of 340,000 active; AID 504766;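 active = inhibition above the mean over all tested compounds plus 3 SD, cut at about 4.2% in these data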;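 note: 0% = DAX1-transfected cells with DMSO and 100% = empty-vector control cells with DMSO; inhibition shows as a rise in luminescence from relieved DAX1 repression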
Target sequence (P51843 207-470 limits assumed): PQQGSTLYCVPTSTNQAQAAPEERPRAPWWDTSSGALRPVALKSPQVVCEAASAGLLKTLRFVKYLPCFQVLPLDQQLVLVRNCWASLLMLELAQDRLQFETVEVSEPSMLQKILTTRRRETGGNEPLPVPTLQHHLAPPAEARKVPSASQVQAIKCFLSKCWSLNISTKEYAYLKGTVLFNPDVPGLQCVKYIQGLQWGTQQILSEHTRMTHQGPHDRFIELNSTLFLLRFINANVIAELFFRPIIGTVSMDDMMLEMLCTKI
ADAM10 inh: inhibitors of human ADAM10; inhibition, % at 7 µM; O14672; recombinant ADAM10, EDANS/DABCYL FRET peptide cleavage, 3 h; 0.62% of 370,000 active;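 active = inhibition above a per-campaign cutoff equal to the mean of compounds falling between control-based bounds plus 3 SD, cut at about 20% in these data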;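 note: 0% = DMSO wells while the 100% control is not disclosed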
SMARCA2 act: SMARCA2 function activation, primary screen; MG213 cells, MMTV-luciferase reporter, dexamethasone, overnight; activation, % at 9.1 µM; 1% of 370,000 active; AID 652017; in the data active = activation above about 7.8%;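 note: 0% = vehicle wells and 100% = reference activator wells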
DAX1 inh-2: inhibitors of DAX1 repression of SF-1 activated StAR promoter. HEK293T StAR-luciferase reporter, SF-1/DAX-1 repression relief. inhibition, % at 6.8 µM. 1.1% of 370,000 active. AID 652010;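 active = inhibition above the mean over all tested compounds plus 3 SD, cut at about 3.6% in these data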;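 note: 0% = DAX-1 cells with DMSO and 100% = cells lacking DAX-1 with DMSO; higher inhibition means more luminescence from relief of DAX-1 repression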
GC-A act: GC-A (human) enzyme activation; P16066; HEK293 GC-A cells, cGMP TR-FRET, EC30 ANP; 0% at EC30 ANP, 100% saturating ANP; activation, % at 10 µM; 0.14% of 370,000 active; AID 1671463; in the data active = activation above about 40%
GAA850 FXN act: frataxin GAA850 promoter activation; HEK293 lucGAA850 FXN promoter luciferase reporter, 24 h; percent of 10 µM SAHA response; activation, % at 6 µM; 0.56% of 360,000 active; AID 540364;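 active = activation above the average of all compounds screened plus 3 SD, cutoff fixed separately per campaign, cut at about 7.5% in these data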;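 note: 0% = DMSO wells and 100% = 10 µM SAHA wells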
ADAM17 inh: inhibitors of human ADAM17 | P78536 | recombinant ADAM17, EDANS/DABCYL FRET peptide cleavage | inhibition, % at 6.95 µM | 0.83% of 370,000 active | AID 720648;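 active = inhibition above the mean of compounds lying between control limits plus 3 SD, set per campaign, cut at about 8.5% in these data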;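 note: 0% = DMSO-only wells as the low control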
Target sequence (P78536 215-824 limits assumed): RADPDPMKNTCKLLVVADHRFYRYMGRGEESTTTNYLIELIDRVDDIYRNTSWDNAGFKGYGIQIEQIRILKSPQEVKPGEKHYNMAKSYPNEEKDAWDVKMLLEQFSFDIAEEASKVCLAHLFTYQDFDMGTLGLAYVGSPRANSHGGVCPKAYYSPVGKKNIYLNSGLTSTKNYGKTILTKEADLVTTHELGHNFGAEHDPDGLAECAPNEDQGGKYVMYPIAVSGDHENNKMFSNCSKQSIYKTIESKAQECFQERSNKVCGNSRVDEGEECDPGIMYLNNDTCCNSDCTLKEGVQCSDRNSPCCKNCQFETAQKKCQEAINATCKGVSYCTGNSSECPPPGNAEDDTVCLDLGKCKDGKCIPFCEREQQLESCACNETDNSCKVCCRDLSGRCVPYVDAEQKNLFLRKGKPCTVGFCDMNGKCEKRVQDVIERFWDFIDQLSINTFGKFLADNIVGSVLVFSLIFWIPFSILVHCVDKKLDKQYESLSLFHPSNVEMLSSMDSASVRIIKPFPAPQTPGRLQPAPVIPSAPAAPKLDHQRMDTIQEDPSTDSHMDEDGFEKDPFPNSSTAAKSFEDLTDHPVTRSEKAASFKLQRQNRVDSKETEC
hgDAF12 agonist: agonists of H. glycines DAF-12 nuclear receptor. HEK293 GAL4-hgDAF12 UAS-luciferase reporter, agonist luminescence; normalized to butyrate control. activation, % at 6.8 µM. 1.8% of 370,000 active. AID 687014;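 active = activation above a cutoff set at the mean of all screened compounds plus 3 SD, cut at about 10% in these data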;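 note: 0% = DMSO wells and 100% = sodium butyrate wells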
hcDAF-12 act: activators of H. contortus DAF-12 nuclear receptor. HEK293 hcDAF-12 lit1-tk-luc reporter, luminescence; 0% DMSO, 100% Δ7-dafachronic acid. activation, % at 6.8 µM. 1.4% of 370,000 active. AID 652067;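 active = activation above the mean of all tested compounds plus 3 SD, cut at about 5.5% in these data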;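 note: 100% = response to 3 µM Δ7-dafachronic acid high control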
PG9 binder: binds the HIV-1 gp120 antibody PG9. TR-FRET gp120-PG9 antibody binding. inhibition, % at 6.7 µM. 0.43% of 360,000 active. AID 624416; in the data active = inhibition above about 8.5%
ssDAF12 agonist: activates DAF-12 receptor from parasite S. stercoralis; AID 652126; activation, % at 6.8 µM; HEK293 ssDAF-12/GRIP1 lit1-tk-luc reporter, luminescence; % of 3 µM dafachronic acid response; 1% of 370,000 active;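 active = activation above the mean over all tested compounds plus 3 SD, cut at about 0.9% in these data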;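 note: 0% = DMSO-only wells and 100% = 3 µM delta7-dafachronic acid wells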
Starred values were filed as active, the others as inactive; i = inactive; x = no result given.

Each structure is followed by: DAX1 inh-1 | ADAM10 inh | SMARCA2 act | DAX1 inh-2 | GC-A act | GAA850 FXN act | ADAM17 inh | hgDAF12 agonist | hcDAF-12 act | PG9 binder | ssDAF12 agonist
> O=C(CN(c1ccccc1)S(=O)(=O)c1ccccc1)N1CCN(Cc2ccc3c(c2)OCO3)CC1
→ -1.1 | 1 | -1 | -0.4 | 1 | 2.1 | -3 | -0.4 | -1.6 | 0.5 | -1.3
> CC1(C)CC(=O)C(C(c2ccco2)C2C(=O)CC(C)(C)CC2=O)C(=O)C1
→ 0.1 | 2 | 0 | -0.2 | 2 | -2.5 | 0 | 0.5 | -1.4 | -0.8 | -1.5
> CN(Cc1ccccc1)C(=O)c1cccc(NC(=O)Cc2ccc(NC(=O)C3CCCN(C(=O)C4CC4)C3)cc2)c1 (stereo not given)
→ -0.8 | -7 | -3 | -0.8 | -4 | 1.3 | -4 | -2.0 | -0.8 | 2.7 | -0.5
> CCn1c(SCc2cc(=O)[nH]c3ccccc23)nnc1C1CC1
→ -0.6 | -7 | 0 | -0.5 | -9 | -1.4 | -1 | -1.6 | -1.5 | -11 | -1.5
> COCCn1c(Cc2ccccc2)nnc1SCC(=O)N1CCCC1=O
→ -0.5 | 2 | -4 | -1.0 | 3 | 0.9 | -3 | 3.5 | 0.2 | 1.8 | -0.9
> O=C(NCC1COc2ccccc2O1)C1CCCN(S(=O)(=O)c2cnc[nH]2)C1 (stereo not given)
→ 0.0 | -15 | -2 | 0.4 | 2 | -2.1 | -2 | 0.3 | -0.6 | -1.8 | -1.5
> OCC1(CO)COC(/C=C/c2ccccc2)=N1
→ 1.2 | -4 | 0 | 0.6 | -1 | 2.0 | -3 | -3.2 | 0.4 | -1.1 | -1.0
> COC(=O)c1ccc(NC(=O)CSc2nnc(CNc3ccc(OC)cc3)n2C)cc1
→ 0.6 | 3 | 1 | 0.5 | -11 | -2.1 | 7 | 3.2 | 3.5 | -4.6 | -0.5
> CN(C(=O)c1ccc(NC(=O)Cc2cccc(NC(=O)C3CCN(C(=O)c4ccccc4)CC3)c2)cc1)C1CCCC1
→ 0.5 | 7 | 2 | 0.3 | 4 | -2.4 | 0 | -2.6 | 0.4 | 0.0 | -1.0
> CC(=O)Nc1nc2c(s1)C(=O)NCCC2
→ 1.1 | 0 | 1 | -0.1 | -1 | 2.1 | 0 | -0.1 | 0.4 | 0.8 | -1.4
> CCOC(=O)C1C(=O)NCC2CCCC21 (stereo not given)
→ -0.4 | 0 | 1 | -0.1 | -2 | 3.4 | 0 | 0.7 | 3.0 | 0.3 | 0.0
> COc1ccc(S(=O)(=O)N2CCC(C)CC2)cc1OC
→ 0.3 | -9 | -1 | -0.1 | 3 | -0.2 | 0 | 0.5 | -1.0 | -0.7 | -1.2
> Oc1ccc2nc(Cc3ccccc3)[nH]c2c1
→ -0.7 | -4 | 0 | 0.4 | 0 | -1.6 | -3 | 1.7 | 3.5 | 2.0 | -0.7
> COc1ccccc1CNc1nc(NCc2ccc(C(C)C)cc2)c2sccc2n1
→ x | -4 | -5 | -2.2 | 1 | 2.3 | 1 | -1.8 | -2.8 | 1.0 | -1.6
> Cc1nc([N+](=O)[O-])nn1C12CC3CC(CC(Cl)(C3)C1)C2
→ 1.0 | -5 | -3 | 0.4 | 1 | 2.6 | 1 | -1.4 | -0.5 | -0.5 | -1.1
> O=S(=O)(NC1CCCCC1N1CCOCC1)c1ccc(Cl)cc1 (stereo not given)
→ 1.6 | -13 | -3 | -0.3 | -22 | 0.4 | -5 | -1.8 | -1.6 | 0.3 | -1.0
> COc1ccc(COC(=O)C2=C(C)NC(=O)NC2c2ccc(O)cc2)cc1 (stereo not given)
→ 0.5 | 13 | -2 | -0.6 | 14 | 1.3 | 1 | -2.1 | 0.6 | -0.3 | -1.8
> COC(=O)[C@]12C[C@H](CC(=O)N3CCC(c4ccccc4)CC3)C(=O)N(Cc3cccc4ccccc34)C1=C[C@H](C(C)(C)C)O[C@@H]2C
→ x | 0 | -5 | -0.9 | -1 | x | -4 | 2.7 | -2.1 | x | -1.8
> CC(=O)c1cc(-c2ccccc2)n(CCC(=O)NC2CCCCCC2)c1C
→ -0.7 | 2 | 0 | -0.6 | -4 | 1.7 | -1 | -0.2 | -1.7 | -2.6 | -1.6
> COc1cc(O)c2c(=O)c(-c3ccc(O[C@@H]4O[C@H](CO)[C@@H](O)[C@H](O)[C@H]4O)cc3)coc2c1
→ 1.9 | 10 | 8.8* | 1.5 | 8 | 9.0* | -4 | 12* | 7.2* | -0.3 | 0.9
> Clc1ccc(Nc2ccc(Cl)nn2)cc1
→ x | 1 | -1 | 0.4 | -2 | 1.6 | 1 | -0.6 | -0.3 | -1.4 | -1.7
> Cc1ccc(NC(=O)c2ccc(Cl)c(N3C(=O)CCC3=O)c2)cc1
→ -0.1 | -13 | 0 | -0.6 | 5 | 2.0 | -3 | 1.4 | -2.2 | 0.4 | -0.7
> COc1ccccc1Oc1c(C)oc2c(CN3CCN(CCO)CC3)c(O)ccc2c1=O
→ x | i | 0 | -0.1 | 2 | x | i | -2.3 | -0.1 | 0.4 | -1.0
> Cc1nn(-c2ccccc2)c(C)c1NC(=O)COC(=O)CCc1ccccc1
→ -0.3 | 2 | 0 | 0.2 | 1 | -0.5 | -1 | 0.0 | -1.1 | -0.1 | -0.4
> CCc1ccccc1NC(=O)C1(S(=O)(=O)c2ccc(C)cc2)CC1
→ -1.7 | 1 | 2 | -0.3 | 2 | -2.1 | 2 | -1.1 | -2.1 | 1.9 | -0.9
> O=S1(=O)CCOC[C@H](c2ccccc2)N1Cc1ccccc1F
→ 0.1 | -4 | -2 | -0.7 | -6 | 1.1 | 0 | 0.7 | -1.3 | 2.2 | -1.1
> C=CCN1C(=O)[C@@H](CC(=O)NCCCOCCCC)[C@]2(C(=O)OCC)CCCCC/C=C/12
→ x | -2 | -2 | 0.1 | 2 | x | 0 | -2.8 | -0.9 | x | -1.0
> Fc1ccc(Nc2nc(NCc3ccco3)c3ccccc3n2)cc1
→ -2.9 | -39 | -4 | 0.3 | 16 | -3.3 | -16 | 2.1 | 2.4 | 1.7 | -0.5
> CC1CCN(C(=O)C2CCN(S(=O)(=O)N3CCC4(CC3)OCCO4)CC2)CC1
→ 0.0 | 7 | -1 | 0.1 | 5 | 0.1 | -5 | 1.2 | -1.0 | -1.2 | -0.9
> CCOC(=O)C1CCN(Cc2cc(C(C)(C)C)c(O)c(C(C)(C)C)c2)CC1
→ 0.5 | -1 | -4 | -1.6 | 4 | 1.0 | -4 | -3.6 | -0.5 | -0.9 | -1.4
> Cc1ccccc1-n1c(-c2ccncc2)n[nH]c1=S
→ 0.8 | -1 | 0 | -0.3 | 0 | -1.1 | -2 | 0.3 | -0.5 | -2.7 | -0.8
> COC(=O)c1cc(=O)n(Cc2ccco2)c(=Nc2ccc(F)c(Cl)c2)s1
→ -0.5 | 7 | -2 | -0.4 | -4 | -1.8 | 0 | -3.8 | 0.7 | -0.7 | -0.9
> Cn1c(=O)cc(OCC(=O)N2CCN(c3ccccc3Cl)CC2)c2ccccc21
→ x | -2 | -2 | -1.4 | -9 | x | -4 | 1.9 | -0.8 | x | -1.5
> CCC(NC(=O)OCc1ccccc1)C(=O)Oc1ccc2ccc(=O)oc2c1 (stereo not given)
→ -1.4 | i | -2 | 0.4 | 10 | -0.3 | i | -0.8 | -1.8 | 1.5 | -0.3
> O=C([C@H]1O[C@@H](n2ccc(=O)[nH]c2=O)[C@H](O)[C@@H]1O)N1CCN(Cc2ccccn2)CC1
→ x | -2 | -1 | -0.4 | 0 | x | -3 | 2.3 | -0.5 | 0.0 | -0.9
> C[C@H](CO)N1C[C@H](C)[C@@H](CN(C)S(=O)(=O)c2ccc(F)cc2)Oc2ccc(NC(=O)c3ccncc3)cc2C1=O
→ 0.4 | 0 | -1 | -0.2 | 5 | 1.6 | -3 | -1.6 | -1.4 | -0.4 | -1.4
> CCC(C)(C)n1nnnc1C(c1ccccc1F)N1CCC(C(N)=O)CC1 (stereo not given)
→ 0.4 | 2 | 2 | 0.1 | 0 | 0.1 | -7 | 1.0 | -0.1 | 1.8 | -1.0
> COC(=O)Nc1ccc(OC)c(OC)c1
→ -0.8 | -7 | -4 | -0.7 | -1 | 2.6 | 4 | -1.0 | -0.9 | -0.2 | -1.4
> Cc1nc([N+](=O)[O-])c(C(=O)OCc2ccccc2F)n1C
→ -0.7 | -1 | -3 | 1.3 | 1 | 0.5 | 3 | -1.0 | 0.5 | 1.5 | -1.6
> CC(C)c1ccc(NC(=O)COC(=O)C2CC3C=CC2C3)cc1 (stereo not given)
→ -0.1 | 4 | 8.2* | 2.0 | 0 | 1.9 | 4 | -0.4 | -0.9 | -1.6 | -1.7
> O=C(NNc1cc(Cl)cc(Cl)c1)c1cccs1
→ -0.8 | 5 | -1 | -0.5 | 0 | 1.8 | -56 | -2.2 | -1.1 | -3.3 | -1.0
> CCOC(=O)[C@]12CCC=C1N(Cc1ccccc1)C(=O)[C@H](CC(=O)NCCc1ccccc1OC)C2
→ x | 7 | 10* | 2.1 | -3 | x | 0 | 0.2 | -1.3 | -0.2 | 0.3
> COc1ccc(C2/C=C\CN(CC(C)(C)C)CC(=O)N2Cc2ccc(F)cc2)cc1 (stereo not given)
→ 1.4 | -1 | 3 | -0.1 | 0 | -2.0 | -3 | -1.3 | -0.3 | -1.2 | -1.4
> O=C(N1CCOCC1)N1CCC(NC(=O)C23CC4CC(CC(C4)C2)C3)CC1
→ 3.8 | -11 | -3 | 0.2 | 0 | 1.6 | -1 | 1.7 | 0.1 | -0.3 | -0.7
> O=C(c1ccc2ccccc2c1)N1CCc2ccccc21
→ -1.6 | 4 | 3 | -0.1 | -4 | 4.8 | 2 | 8.0 | 2.3 | 0.9 | 0.0
> O=C(Nn1cnnc1)c1ccncc1
→ 1.4 | 3 | 3 | -0.1 | 3 | -2.0 | -1 | 2.6 | 0.1 | 0.2 | -1.0
> CCc1ccc(OCC(=O)Nc2ccncc2)c(Br)c1
→ -3.9 | -2 | -2 | -1.6 | -1 | 0.5 | -2 | 6.2 | -1.4 | -1.3 | -1.6
> Cc1ccc(C)c(N2CCN(C(=O)CCNS(=O)(=O)c3ccc4c(c3)oc(=O)n4C)CC2)c1
→ 0.1 | 5 | -4 | -0.5 | -6 | 0.0 | 1 | -3.0 | -2.0 | -0.2 | -1.4
> O=C(Nc1ccc2c(c1)CCC2)c1cnccn1
→ 2.7 | 0 | 7 | 4.4* | 3 | 2.8 | 1 | 17* | 2.5 | -2.8 | -0.5
> O=C1C=CN2CCCC2CC1 (stereo not given)
→ -0.2 | -12 | -2 | -0.3 | 0 | -0.4 | 3 | -1.1 | -0.1 | 0.9 | -0.9
> Cc1ccc(-n2c3c(c(O)c(-c4ccccc4)c2=O)C(=O)CC(C)(C)C3)cc1
→ -0.1 | -1 | -2 | 0.1 | -4 | -2.6 | 0 | -3.5 | -0.9 | 1.4 | -1.3

From PubChem
